High-throughput results from PubChem.
TSG101-PTAP inh = blocks PTAP/TSG101 interaction to inhibit HIV-1 budding; Fluorescence polarization, FITC-PTAP peptide / Tsg101 binding; 340,000 tested, under 10 active; Potency, µM (top dose mostly 115 µM), without a hit: at the highest dose activity change, negative = inhibition, most hits filed as inhibitors; active = well fitted inhibition curve with a large enough effect in the main read-out, with a control signal flat, not every such curve was filed as active; inconclusive = small, poorly fitted or top-dose-only effect, or effect the other way, or a change in a side signal; inactive = no such curve, though single readings can be large or run the other way; also: potency is read from the fitted curve at half-maximal effect; % of control where 0% means no effect
Target sequence (Q99816 whole entry, looked up): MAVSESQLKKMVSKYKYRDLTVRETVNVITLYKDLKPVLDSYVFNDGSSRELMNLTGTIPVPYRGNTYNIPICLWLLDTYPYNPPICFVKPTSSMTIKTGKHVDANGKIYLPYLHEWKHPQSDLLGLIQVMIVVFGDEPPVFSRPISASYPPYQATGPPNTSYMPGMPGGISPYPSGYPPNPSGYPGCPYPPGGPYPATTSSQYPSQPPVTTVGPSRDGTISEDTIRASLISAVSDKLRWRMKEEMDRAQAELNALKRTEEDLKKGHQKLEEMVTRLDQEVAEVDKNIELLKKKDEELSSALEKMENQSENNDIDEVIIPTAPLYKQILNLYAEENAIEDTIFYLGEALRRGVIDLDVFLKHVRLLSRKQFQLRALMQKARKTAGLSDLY
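Fluorescence anisotropy tracks displacement of a FITC-tagged PTAP peptide (50 nM) from the Tsg101 binding domain (10 uM), following a 20 min room-temperature incubation at pH 7.5.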
Mito fusion yeast = inhibitors of mitochondrial division or activators of mitochondrial fusion; S. cerevisiae fusion-defective mutant growth rescue, CellTiterGlo 48 h; AID 485298; 0.23% of 320,000 active; Potency, µM (series often up to 46.1 µM), inactives show at the highest dose growth rescue (activation), actives largely listed as activators;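 also: potency is read from the fitted curve at half-maximal effect; % of control where 0% means no effect; nearly all actives have a fitted effect of over 45% in size; temperature-sensitive fusion mutants such as fzo1-1 at 37 °C on non-fermentable ethanol glycerol medium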
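Temperature-sensitive fusion-defective S. cerevisiae (e.g. fzo1-1, mgm1-5) were grown with compound in YPEG medium (3% ethanol, 3% glycerol) for 48 hours at 37C. Growth rescue was measured as viability by CellTiterGlo luminescence after 10 minutes at ambient.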
Menin MLL FP TR = inhibitors of human menin-MLL interaction, mutant MLL peptide; Menin + Texas Red MLL mutant peptide, fluorescence polarization; 0.23% of 270,000 active; Potency, µM (highest dose often 61.6 µM), for the others: top-dose FP activity change, negative = inhibition, hits mostly inhibitors; active = well fitted inhibition curve with a large enough effect in the polarisation, with a control signal flat, not every such curve was filed as active; inconclusive = small, poorly fitted or top-dose-only effect, or effect the other way, or a change in a side signal; inactive = no such curve, though single readings can be large or run the other way; the % refers to the polarisation; also: potency is read from the fitted curve at half-maximal effect; % of control where 0% means no effect; many of its hits are not listed in these tables
AT treatment = potential ataxia-telangiectasia treatments restoring KAP-1 phosphorylation. […] A-T fibroblasts, KAP-1 phosphorylation AlphaLISA; neocarzinostatin DNA damage 30 min before lysis. Potency, µM (titrated, usually from 57.5 µM), inactives show at the highest dose activation, most hits filed as activators. AID 485349. 0.19% of 320,000 active; also: potency is read from the fitted curve at half-maximal effect; % of control where 0% means no effect; nearly all actives have a fitted effect of over 45% in size
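hTERT-immortalized A-T patient fibroblasts ([…]), 500 cells/well in OPTI-MEM, 1% FBS, got compounds for 60 min, then NCS for 30 min at 37C. Lysates were then assayed for phospho-KAP-1 by AlphaLISA (anti-pKAP1 donor, anti-KAP1 acceptor beads), 6 hr at 25C.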
MBNL1-CUG inh = blocks human MBNL1 binding to CUG repeat RNA. Q9NR56. TR-FRET MBNL1-His/biotin-(CUG)12 binding, 665/545 ratio. Potency, µM (doses to about 57.5 µM), for inactives: at the top dose activity change, negative = inhibition, most hits filed as inhibitors. 0.036% of 280,000 active; active = well fitted inhibition curve with a large enough effect in the signal ratio, with a control signal flat, not every such curve was filed as active; inconclusive = small, poorly fitted or top-dose-only effect, or effect the other way, or a change in a side signal; inactive = no such curve, though single readings can be large or run the other way; the % refers to the signal ratio; also: potency is read from the fitted curve at half-maximal effect; % is scaled to controls: 0 for no effect and ±100 for the full control effect
Target sequence (Q9NR56 whole entry, looked up): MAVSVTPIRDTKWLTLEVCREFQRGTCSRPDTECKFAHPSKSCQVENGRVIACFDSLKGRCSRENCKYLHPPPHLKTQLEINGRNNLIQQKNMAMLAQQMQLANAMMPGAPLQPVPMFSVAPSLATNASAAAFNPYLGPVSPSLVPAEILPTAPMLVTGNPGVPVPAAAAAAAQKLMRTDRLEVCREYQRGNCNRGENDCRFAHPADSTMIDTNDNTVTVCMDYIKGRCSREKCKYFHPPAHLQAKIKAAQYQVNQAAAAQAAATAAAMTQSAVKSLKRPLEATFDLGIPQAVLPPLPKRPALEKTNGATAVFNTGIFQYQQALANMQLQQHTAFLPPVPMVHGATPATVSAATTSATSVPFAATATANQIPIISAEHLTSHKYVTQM
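TR-FRET readout: Ex 340 nm, 665/545 nm emission ratio, normalized to buffer-only (basal) and MBNL1-(CUG)12 controls. Complex of MBNL1-His with Biotin-(CUG)12, compounds 92 nM–58 uM, incubated 60 min at room temperature.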
TSHR antag = human thyrotropin receptor antagonism. P16473. TSHR-expressing cells, TSH-stimulated cAMP HTRF, 2 h; stronger effect = lower value. activity change, negative = inhibition, % at 11.5 µM. 0.2% of 330,000 active;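 active = activity change below a set negative limit, meaning inhibition stronger than a set level, cut at about -70% in these data; inconclusive = activity change between two set negative limits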; also: % is scaled to controls: 0 for no effect and ±100 for the full control effect
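Antagonism was scored as loss of TSH-driven cAMP in TSHR cells, stimulated with 4nM TSH (EC80) for 2 hours at 37 deg C and detected by homogeneous HTRF competition immunoassay.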
Integrin act MD = integrin-mediated muscular dystrophy alleviation activation. alpha7betagal myoblasts, beta-gal FDG fluorescence, 48 h. Potency, µM (series often up to 38.3 µM), for the others: top-dose activation, hits mostly activators. 0.064% of 350,000 active. AID 624291;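 also: potency is read from the fitted curve at half-maximal effect; 100% = response of the positive control SU9516; nearly all actives have a fitted effect of over 60% in size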
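Alpha7betagal+/- myoblasts (passage 13) were plated 16-24 hr, then exposed to compounds (1:260 dilution of DMSO stock) for 48 hours at 37C. After MPER lysis, β-galactosidase reporter activity was read as FDG fluorescence (ex 480/em 540) after 30 minutes.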
MLL CXXC-DNA inh = blocks binding of human MLL CXXC domain to DNA; Potency, µM (top dose mostly 115 µM), without a hit: at the top dose activity change, negative = inhibition, actives largely listed as inhibitors; 0.037% of 290,000 active; AID 2662; MLL-CXXC / FITC-HOXA9 DNA fluorescence polarization; Q03164; active = well fitted inhibition curve with a large enough effect in the polarisation, with a control signal flat, not every such curve was filed as active; inconclusive = small, poorly fitted or top-dose-only effect, or effect the other way, or a change in a side signal; inactive = no such curve, though single readings can be large or run the other way; the % refers to the polarisation; also: potency is read from the fitted curve at half-maximal effect
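Steps: dispense CXXC domain solution (7 uM) → pin compounds or unlabeled HOX-A9 DNA control → 5 min ambient → add FLSN-HOX-A9 solution (50 nM) → spin → 30 min ambient → fluorescence polarization. Tris pH 7.5/NaCl/DTT/BSA buffer.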
TCR act = T cell receptor activation; Potency, µM (highest dose often 9.22 µM), for inactives: top-dose activation of IL-2 secretion, usual class: activators; primary human leukocytes, anti-CD3, IL-2 HTRF, 48 h; 330,000 tested, under 10 active; also: % of control where 0% means no effect
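Human primary leukocytes + a-CD3 beads + cpd, 48 hr; IL-2 in supernatant by HTRF (ex 320nm / em 665nm). No co-stimulatory signal supplied.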
S-ASM inh = human S-ASM enzyme inhibition; P17405; placental ASM, HMU-PC fluorogenic substrate, 60 min; Potency, µM (titrated, usually from 57.5 µM), inactives show at the highest dose activity change, negative = inhibition, usual class: inhibitors; 0.006% of 340,000 active; also: potency is read from the fitted curve at half-maximal effect
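Fluorescence read-out (Ex 386 nm, Em 447 nm) after stopping the reaction at pH 10. Enzyme: ASM from human placenta; substrate HMU-PC0, 9 uM final; 60 min, 37 °C. Compound preincubation 10 min, ambient temperature.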
Numbers without * were called inactive; u = inconclusive; x = not tested or not shown; [ ] = remark or other dose. Unless noted, calls follow the shape of the dose curve; as a rule, active = well fitted curve in the direction sought with a large enough effect; inconclusive = small, poorly fitted or top-dose-only effect, or another doubt; inactive = no such curve, though single readings can be large; an effect the other way counts as inactive or inconclusive. A portion of the library; count on the stated rates, not on these rows.

SMILES	TSG101-PTAP inh	Mito fusion yeast	Menin MLL FP TR	AT treatment	MBNL1-CUG inh	TSHR antag	Integrin act MD	MLL CXXC-DNA inh	TCR act	S-ASM inh
CSc1ccc(/C=N/NC(=O)c2ccc(C)c(C)c2)cc1	-4%	-8%	-5%	x	-2%	3	23%	0%	-3%[46.1 µM]	3%
CC(C)Sc1nnc(SCC(=O)N(C)C2CCS(=O)(=O)C2)s1 (stereo not drawn)	0%	2%	x	-9%	x	16	31%	x	8%	-1%
Cc1ccc(S(=O)(=O)Nc2ccc3nc(C)oc3c2)cc1	-10%	x	x	x	x	x	24%	x	-4%	0%
CC1(C)N=C(N)N=C(N)N1CCCCc1ccccc1	-3%	x	x	x	x	x	-8%	x	2%	-1%
COc1ccc(N=C2S/C(=C\c3cc(C)n(C)c3C)C(=O)N2CC(C)C)cc1	-5%	-2%	53%[activator]	-8%	-5%	31	9%	-9%	-1%	-22%
NS(=O)(=O)c1ccc(NC(=O)COC(=O)c2ccc(Cl)cc2[N+](=O)[O-])cc1	0%	-3%	x	-10%	x	2	-10%	0%	-2%	-6%
NCCc1c(C(=O)O)[nH]c2ccc([N+](=O)[O-])cc12	-3%	-11%	x	3%	1%	-5	-30%	-11%	-1%	-2%
COc1cccc(CNC(=O)COC(=O)/C=C/c2ccc(SC)cc2)c1	-3%	x	x	4%	x	-13	-22%	x	-1%	65%
Cc1ccc(CCNC(=O)Cn2ncc3c([nH]c4ccccc43)c2=O)cc1	-9%	1%	1%	2%	3%	-5	12%	-3%	2%	-3%
CCC(COC)NC(=O)CCc1nnc(Cc2cccc(C(F)(F)F)c2)o1 (stereo not drawn)	-2%	1%	0%	-2%	-6%	-5	-7%	-8%	0%	4%
COc1ccc(CCNC(=O)c2ccc(OCC(=O)N3CCOCC3)c(OC)c2)cc1	-2%	5%	x	4%	x	-6	7%	x	1%	5%
O=C(N/N=C/c1cccnc1)c1cccc(S(=O)(=O)Nc2cccc(Cl)c2)c1	0%	-3%	8%	1%	x	7	4%	9%	7%	2%
COc1ccc(NC(=O)CSCC(=O)N(C)CC(=O)Nc2cccc3ccccc23)cc1	0%	-4%	x	7%	x	-2	1%	x	7%	-2%
CCOc1c(Br)cc(CNc2ccc(N3CCN(C(C)=O)CC3)cc2)cc1OC	-12%	-4%	x	-2%	-7%	5	0%	9%	8%	0%
CC(=O)N1CCN(C(=O)CNC(=O)c2ccc(Br)o2)CC1	-1%	3%	x	8%	-5%	3	7%	15%	1%	1%
Cc1nc(-c2nc(-c3c(C(=O)NNC(=O)Nc4cccc(Cl)c4)noc3C)cs2)cs1	-4%	3%	x	-1%	4%	-5	-5%	-1%	-1%	-6%
COc1ccccc1NC(=O)CCn1c(=O)c2cccn2c2ccccc21	-8%	1%	x	4%	-1%	-6	-8%	10%	-22%	0%
O=C1C2=C(SCCS2)C(=O)N1CCCO	u	-4%	1%	-11%	u	34	5%	u	-22%	3%
O=C(OCCCc1ccncc1)c1ccc(S(=O)(=O)N2CCOCC2)cc1	3%	0%	-1%	9%	9%	-18	0%	-1%	9%	1%
Cc1nc2ccc(NS(=O)(=O)c3ccccc3Cl)cc2s1	0%	1%	x	2%	x	28	-20%	x	x	1%
CC(C)NC(=O)c1cc2ccccc2o1	-3%	2%	10%	x	6%	6	26%	8%	4%[46.1 µM]	6%
O=C1c2c(O)cccc2Cc2cccc(O)c21	-12%	-1%	u	7%	x	12	8%	-7%	-6%	-1%
COc1ccc(CC(=O)NCc2cccs2)cc1OC	-7%	-3%	12%	x	-17%	-6	-11%	-4%	-1%	4%
CC(C)CN(C(=O)COC(=O)c1cccnc1Cl)c1c(N)n(Cc2ccccc2)c(=O)[nH]c1=O	1%	-7%	x	-10%	x	-9	-1%	x	1%	6%
CC(SCc1ccccc1)C(=O)N/N=C/c1cccs1 (stereo not drawn)	1%	-1%	2%	1%	-6%	5	11%	-8%	-3%[46.1 µM]	-1%
CC1CCC2(CC1)NC(=O)N(CC(=O)Nc1ccc(C(N)=O)cc1)C2=O (stereo not drawn)	-4%	x	x	16%	x	x	u	x	-3%	2%
CC(OC(=O)C1=COCCO1)C(=O)Nc1ncc(Cl)cc1Cl (stereo not drawn)	-1%	0%	x	0%	x	-9	17%	x	6%	-1%
COCCn1c(SCC(=O)Nc2nc3ccccc3s2)nnc1-c1ccoc1C	-13%	x	x	x	x	x	-16%	x	-8%	-2%
Cc1cc(Cl)ccc1NC(=S)N1CCN(Cc2ccccc2)CC1	2%	10%	-7%	0%	-7%	-3	18%	u	-2%[46.1 µM]	3%
CO[C@@]1(NC(=O)Cc2cccs2)C(=O)N2C(C(=O)O)=C(COC(N)=O)CS[C@@H]21	1%	0%	3%	7%	-26%	-3	x	3%	-12%	-1%
CC(C)OCCCNC(=O)c1ccncc1	x	1%	2%	24%	-9%	40	11%	14%	x	-1%
O=C(NCCNC(=O)c1cc(OCC(F)(F)F)ccc1OCC(F)(F)F)Nc1ccc(Cl)cc1	-2%	0%	69%[activator]	-1%	9%	-7	9%	-4%	-6%	1%
CCOC(=O)N1CCN(Cc2cc(=O)oc3cc4c(cc23)CCC4)CC1	-3%	5%	-16%	12%	11%	-15	-1%	1%	0%	-4%
Cc1cc(/C=C2\SC(=Nc3ccc(N4CCOCC4)cc3)N(C)C2=O)c(C)n1-c1cccnc1	-2%	-9%	-2%	1%	15%	-6	-17%	4%	-3%[46.1 µM]	-11%
O=C(CCNC(=O)c1ccc([N+](=O)[O-])cc1)NC1CCCc2ccccc21 (stereo not drawn)	-1%	3%	x	-11%	x	11	1%	x	-1%	1%
O=C(CSc1nc2nc(-c3cccs3)cc(C(F)(F)F)c2c(=O)[nH]1)Nc1ccc(F)c(F)c1	-1%	-5%	u	6%	22%	-40	2%	-2%	-3%	266%[activator]
Cc1cc(O)ccc1NC(=O)CCN1C(=O)c2ccc([N+](=O)[O-])cc2C1=O	-1%	5%	-2%	4%	x	5	-7%	7%	3%[46.1 µM]	5%
O=C(CNC1CCN(Cc2ccccc2)CC1)Nc1ccc(S(=O)(=O)N2CCCCC2)cc1	1%	14%	x	-1%	1%	-4	-21%	7%	-1%	6%
CCOC(=O)C1=C(C)N(CCCC(=O)O)C(=O)NC1C(CC)CC (stereo not drawn)	-1%	x	x	x	x	x	39%	x	-4%	-8%
CCNC(=O)Nc1ccc(S(=O)(=O)Nc2cnc(C)nc2C)cc1	-3%	-2%	x	13%	-3%	6	-11%	7%	-13%	4%
CN(c1ccccc1C(=O)Nc1cccc(C(F)(F)F)c1)S(C)(=O)=O	-9%	-2%	3%	-7%	-4%	2	7%	11%	4%	7%
COc1cccc(-c2noc(CCCC(=O)N3CCOCC3)n2)c1	-3%	4%	-7%	-2%	-4%	1	-17%	19%	7%	1%
Cc1ccc(NC(=O)CSc2nnc(NC(=O)c3ccc(S(=O)(=O)N4CCOCC4)cc3)s2)cc1	0%	-4%	u	6%	-9%	-13	4%	16%	3%[46.1 µM]	0%
Cc1ccc2[nH]c3c(c2c1)CCCC3NCCO (stereo not drawn)	-2%	-15%	-22%	-5%	8%	13	-32%	1%	4%	3%
COc1ccc(CNC(=O)CN2CCN(S(=O)(=O)c3ccccc3)CC2)cc1	0%	-4%	x	-2%	x	6	-3%	x	-4%	-2%
C#CCOC(=O)Nc1ccc(=O)n(Cc2c(Cl)cccc2Cl)c1	-7%	2%	x	-4%	-10%	33	-18%	5%	-1%	-1%
O=C(CCNC(=O)C1CCN(S(=O)(=O)c2ccccc2)CC1)NCc1ccncc1	-2%	-6%	x	2%	-8%	0	-18%	-2%	-34%	-1%
CC(C)(C)Nc1nc(Cl)nc(NCc2ccccc2)n1	2%	14%	x	7%	5%	-8	0%	5%	1%	-1%
O=C(/C=C/c1ccccc1)Nc1cccc(C(=O)NCCc2ccccc2)c1	-7%	x	x	x	x	x	-8%	x	7%	-9%
CSc1ccccc1NC(=O)CN(C)C(=O)CCc1c[nH]c2ccccc12	-2%	5%	x	11%	-2%	4	-20%	9%	2%	4%
CC1Cc2ccccc2N1Cc1cc(=O)n2ccsc2n1 (stereo not drawn)	-2%	0%	u	-2%	34%[activator]	-10	-20%	-2%	7%[46.1 µM]	10%
